Screening results: PubChem, several laboratories
MC4R barr agon = MC4R agonists recruiting beta-arrestin, primary screen, cell-based, luminescence, agonist arm of biased-ligand search. Melanocortin receptor 4 (Homo sapiens), P32245. U2OS MC4R beta-arrestin complementation; percent of melanotan II response, DMSO zero. activation, % at 8.9 µM. 0.98% of 360,000 active. AID 540308, 2011;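 active = activation above a per-plate cutoff, the mean activation of sample wells on that plate plus 3 SD, cut at about 8% in these data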
TLR9-MyD88 block = inhibitors of TLR9-MyD88 association in cells, primary screen, cell-based, CHO, BLA complementation, fluorescence; Toll-like receptor 9 (Homo sapiens) + Myeloid differentiation primary response protein …; CCF4 FRET ratio; inhibition, % at 4.98 µM; 0.21% of 340,000 active;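 active = inhibition above the mean over all tested compounds plus 3 SD, cut at about 21% in these data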;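 note: 0% = DMSO only wells and 100% = clavulanate BLA inhibitor control wells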
NCOA2 inhibitor = inhibition of GAL4-SRC2 driven luciferase reporter, primary screen, SRC2 inhibitor project, cell-based, luminescence; 0.17% of 370,000 active; Nuclear receptor coactivator 2 (Homo sapiens), Q15596; HEK293 GAL4-SRC2 luciferase reporter; inhibition, % at 9 µM;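 active = inhibition above the mean inhibition of all tested compounds plus 3 SD, set per campaign, cut at about 52% in these data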;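 note: 0% = DMSO treated cells and 100% = cells given Gossypol at 36 µM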
MC4R antagonist = MC4R antagonists of cAMP signaling, primary screen, cell-based, TR-FRET, antagonist arm of biased-ligand search; Melanocortin receptor 4 (Homo sapiens), P32245; MC4R-expressing cells, MTII-stimulated cAMP, LANCE TR-FRET; inhibition, % at 6.5 µM; 0.48% of 360,000 active; AID 540295, 2011;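 active = inhibition above its plate's cutoff, the mean of tested wells on that plate plus 3 SD, cut at about 29% in these data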;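 note: 0% = Melanotan II alone and 100% = Melanotan II plus saturating MCL0020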
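Assay system: U2OS-MC4R stable cell line; Also added: Melanotan II; Technique: Eu-cAMP/anti-cAMP TR-FRET, emission 671 nm; Times: 30-min compound, 1-h challenge, 1-h detection, room temperature.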
HTR2A ag = mouse Htr2a agonists via beta-arrestin recruitment, primary screen, cell-based, luminescence. 5-hydroxytryptamine receptor 2A (Mus musculus), P35363. CHO-K1 mHTR2A beta-arrestin complementation; percent of 30 µM serotonin response. activation, % at 7.6 µM. 0.66% of 360,000 active. AID 624169, 2012;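 active = activation above a run cutoff, the mean activation of all tested compounds plus 3 SD, cut at about 14% in these data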;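 note: 0% = plate median of compound wells and 100% = 30 µM serotonin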
H9c2 protect = cardioprotection against H2O2-induced cell death, primary screen, uHTS, H9c2 cells, ATPLite luminescence | 0.63% of 360,000 active | protection from H2O2 cell death, % at 20 µM | H9c2 cardiomyocytes, H2O2 injury protection, 2 h;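 active = compounds giving at least 50% protection of heart cells from peroxide-induced death in the single-dose screen, raw or plate-pattern-corrected value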;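 note: 0% = DMSO wells with peroxide and 100% = DMSO wells without peroxide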
NOD2-RIPK2 inh = NOD2-RIPK2 binding disruptors in cells, primary screen, fluorescence, CHO cells, BLA complementation. CCF4 ratio. inhibition, % at 4.98 µM. 0.38% of 360,000 active. AID 624267, 2012; in the data active = inhibition above about 21%;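 note: 0% = vehicle only and 100% = reference blocker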
N-glyco inh = increase of ERlucT glycosylation luciferase signal, primary screen, N-linked glycosylation inhibitor project, D54 ERlucT cells, luminescence, set 2; D54 ERlucT glycosylation luciferase reporter, 24 h; percent of 100 nM tunicamycin response; reporter increase, % at 12.5 µM; 0.23% of 360,000 active;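 active = mean luciferase reporter signal, scaled so untreated is 0 and the glycosylation-blocking control 100, at or above a set limit in every replicate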;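 note: luciferase carries N-glycosylation sites so blocking glycosylation raises the light; 0% = median of neutral control wells and 100% = median of 100 nM tunicamycin wells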
ABHD5-PLIN5 inh = ABHD5-PLIN5 interaction inhibitors, primary screen, cell lysate, split luciferase complementation, luminescence; 0.78% of 360,000 active; Perilipin-5 (Homo sapiens) + 1-acylglycerol-3-phosphate O-acyltransferase ABHD5 (Homo …; Split G. princeps luciferase complementation, 4 h; inhibition, % at 4 µM;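 active = inhibition above the mean inhibition across every tested compound plus 3 SD, cut at about 22% in these data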;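 note: 0% = DMSO only wells and the 100% control is not disclosed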
Target sequence (Q00G26 whole entry, looked up): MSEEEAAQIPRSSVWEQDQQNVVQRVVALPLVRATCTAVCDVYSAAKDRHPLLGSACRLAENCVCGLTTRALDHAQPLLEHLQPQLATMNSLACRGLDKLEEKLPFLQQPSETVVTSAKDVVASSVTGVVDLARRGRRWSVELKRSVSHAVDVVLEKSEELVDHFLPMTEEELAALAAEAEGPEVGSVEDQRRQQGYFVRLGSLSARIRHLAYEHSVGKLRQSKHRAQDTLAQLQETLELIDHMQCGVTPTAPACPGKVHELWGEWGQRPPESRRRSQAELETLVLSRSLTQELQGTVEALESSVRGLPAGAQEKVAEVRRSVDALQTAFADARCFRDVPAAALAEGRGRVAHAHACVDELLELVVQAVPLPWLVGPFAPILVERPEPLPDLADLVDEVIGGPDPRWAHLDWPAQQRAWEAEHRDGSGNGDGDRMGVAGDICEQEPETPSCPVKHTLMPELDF
Target sequence (Q8WTS1 whole entry, looked up): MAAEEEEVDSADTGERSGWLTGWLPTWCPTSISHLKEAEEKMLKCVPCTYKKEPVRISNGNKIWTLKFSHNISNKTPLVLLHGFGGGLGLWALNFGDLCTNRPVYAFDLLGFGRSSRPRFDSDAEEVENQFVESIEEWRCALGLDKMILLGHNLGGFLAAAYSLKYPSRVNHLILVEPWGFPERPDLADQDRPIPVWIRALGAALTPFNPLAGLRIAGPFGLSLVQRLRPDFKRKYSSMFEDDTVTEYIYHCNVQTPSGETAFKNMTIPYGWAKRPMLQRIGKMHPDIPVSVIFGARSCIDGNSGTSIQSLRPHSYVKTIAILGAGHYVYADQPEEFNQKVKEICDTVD
ABCB6 inh MLPCN = ABCB6 transporter inhibitors, primary screen, K562-ABCB6 cells, flow cytometry, MLPCN library; K562-ABCB6 porphyrin accumulation, 1 h; active compounds read low; AID 602162, 2011; 0.19% of 360,000 active; fluorescence ratio to DMSO, % at 10 µM; ATP-binding cassette sub-family B member 6 (Homo sapiens), Q9NP58;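 active = fluorescence ratio to DMSO below 75%, the collection mean minus 3 SD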;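 note: signal is porphyrin accumulated inside mitochondria; 100% equals median channel fluorescence of DMSO control wells; lower ratio means ABCB6 inhibition with less porphyrin fluorescence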
An asterisk follows results filed as active; nt = not tested or not shown. A portion of the library; rates above refer to the full screens.

SMILES	MC4R barr agon	TLR9-MyD88 block	NCOA2 inhibitor	MC4R antagonist	HTR2A ag	H9c2 protect	NOD2-RIPK2 inh	N-glyco inh	ABHD5-PLIN5 inh	ABCB6 inh MLPCN
C=CCOC(=O)C1=C(C)NC(C)=C(C(=O)OCC=C)C1c1cccs1	0.1	-1	nt	3	-3	0	10	-4	-4	97
CC(=O)N1CCC(C(=O)Nc2ccccc2)(N(Cc2ccccc2)C(=O)c2cccnc2)CC1	-0.3	2	-15	8	1	0	2	-1	-2	99
COc1ccc(CCNC(=O)C(=O)NCC2OCCN2S(=O)(=O)c2ccccc2)cc1OC (centres undefined)	-1.0	-6	-12	8	-2	13	-18	1	2	88
O=C(Nc1ccc(OC(F)(F)F)cc1)c1ccc2c(c1)no[n+]2[O-]	2.0	-3	34	10	-9	-10	3	3	-5	98
O=C1CSC(c2cccnc2)N1Cc1cccnc1 (centres undefined)	0.2	6	-24	29*	6	2	3	0	-6	99
Cc1ccc(NC(=O)CNCc2ccccc2Cl)cc1S(=O)(=O)N(C)C	2.8	6	-42	10	0	-3	-5	2	-2	95
CN(CCc1ccccc1)C(=O)c1cccc(NC(=O)Cc2cccc([N+](=O)[O-])c2)c1	-0.4	3	-5	8	-5	-5	6	-4	1	98
COc1ccc(-n2c(O)c(C=NCc3ccccn3)c3ccccc3c2=O)c(OC)c1	-0.3	11	-9	8	-2	-2	-7	0	8	99
O=C(CCNC(=O)c1ccc([N+](=O)[O-])cc1)NCCc1ccccc1	1.6	1	-31	2	-2	-3	-2	-2	-5	100
C#CCN(CC=C)C(=O)c1cccc(OC2CCN(S(C)(=O)=O)CC2)c1	-0.9	-2	-4	0	9	6	5	0	-1	92
Cc1cccc(CN2CCc3c([nH]c4ccccc34)C2CC(C)C)n1 (centres undefined)	-0.2	-1	7	2	-5	-14	0	-4	-1	99
COc1cc(C(=O)Nc2cccc(-c3nc4ncccc4o3)c2C)cc(OC)c1OC	-1.4	-5	-9	3	3	18	-12	3	11	117
O=C(NCc1ccccc1)C1CCN(S(=O)(=O)N2CCCCCC2)CC1	-1.0	1	9	-1	3	-7	2	2	0	98
CCCCC[C@@H](/C=C/C1C(=O)C=C[C@H]1C/C=C\CCCC(=O)OC)OC(C)=O (some centres undefined)	-0.6	-2	13	27	-2	-18	12	8	28*	99
Brc1cccc(/C=N/Nc2nn[nH]n2)c1	-1.3	-1	-17	13	-1	0	1	-1	2	103
Cc1nn(C)c(C)c1CN(C)C(=O)c1nn2c(c1Br)NC(c1cccs1)CC2C(F)(F)F (centres undefined)	-0.3	0	23	3	2	0	-1	0	5	99
CC12c3ccccc3C(c3ccccc31)C1C(=O)N(Cc3cccnc3)C(=O)[C@H]12 (some centres undefined)	-2.0	-2	11	13	-2	13	-4	-1	1	98
CNC(=O)c1cc(C(=O)c2ccc(C(F)(F)F)cc2F)c[nH]1	-1.7	-6	-6	-4	0	-5	-5	1	2	98
CC1CN(c2ccc([N+](=O)[O-])c(NCCOc3ccccc3)c2)CCN1 (centres undefined)	-2.6	2	6	-12	-8	-3	5	0	29*	89
Cc1ccc(CSc2nnc(SCC(=O)N/N=C/c3c(C)nn(-c4ccccc4)c3C)s2)cc1	0.8	-4	-25	6	-5	-4	0	-1	-2	90
Cc1nc(SCC(=O)NCC2CCCO2)c2c3c(sc2n1)CCCC3 (centres undefined)	-1.0	4	15	9	1	2	-1	-2	1	92
CCc1nc(Nc2ccc3nccnc3c2)c2oc3ccccc3c2n1	3.9	-5	12	9	0	53*	-3	1	-1	84
COc1cc2c(c(OC)c1O)C(=O)CO2	-2.6	-1	4	10	-6	1	2	1	-2	94
Cc1nc2sc3c(c2c(=N)n1N)CC(C)(C)OC3	0.2	-1	-14	-2	-2	0	8	-1	2	98
Cc1cc(NC(=O)C(C)Oc2ccc(Cl)cc2Cl)n(-c2ccccc2)n1 (centres undefined)	-0.6	-8	6	-2	-4	0	3	-5	8	99
COc1ccc(F)cc1C(=O)C1CCCN(Cc2ccc(Oc3ncccn3)cc2)C1 (centres undefined)	-1.3	-13	7	4	-2	0	-4	0	-1	94
CN(C)C(=O)COC(=O)c1cccc(S(=O)(=O)N2CC3(C)CC2CC(C)(C)C3)c1 (centres undefined)	-2.1	-3	-24	-1	-2	1	-7	-6	-4	92
Cc1ccc(NC(=O)CN(C)S(=O)(=O)c2cccc3cccnc23)cc1	0.6	-2	-3	-8	-5	2	-3	0	4	104
C=CC[n+]1c(C)csc1Nc1ccc(C(=O)O)cc1	-0.6	-6	-10	3	1	2	-5	-1	-4	98
CCOc1ccc(S(=O)(=O)NCCC(=O)NCCc2ccc(C(C)C)cc2)cc1	2.8	-1	-3	-5	-2	-3	2	-4	3	94
COC(=O)c1ccc(C(=O)N2CCCC(CNC(=O)c3ccccc3Cl)C2)cc1 (centres undefined)	1.8	-2	1	-9	1	-5	-2	-3	-3	106
O=C(CC1SC(=O)N(c2ccccc2)C1=O)Nc1ccc(Cl)cc1 (centres undefined)	-1.4	4	-8	9	-1	4	4	4	-18	100
Cc1cccc(C(=O)NCC(=O)Nc2ccc(S(=O)(=O)Nc3nc(C)cc(C)n3)cc2)c1	0.1	2	6	4	2	-1	-1	-1	1	98
CCCC(=O)Nc1cc(C)c(NC(=O)C23CC4CC(CC(C4)C2)C3)cn1	-1.5	-3	-7	6	-1	5	-5	1	-2	96
CN(C(=O)CSc1nnc(-c2cccnc2)o1)C1CCCCC1	1.2	4	4	4	2	0	3	2	-3	93
Nc1ccc(C(=O)NN2C(=O)[C@H](Cl)C2c2ccc(Cl)cc2)cc1 (some centres undefined)	-0.5	-2	14	37*	-4	-9	-1	6	-3	105
Cc1cc2cc(CN(Cc3cccs3)C(c3nnnn3C(C)(C)C)C(C)C)c3nnnn3c2cc1C (centres undefined)	-2.1	-8	-10	11	-2	-6	4	2	2	nt
C=CCn1c(SCC(=O)Nc2cccc(S(N)(=O)=O)c2)nnc1C1CCCCC1	0.1	-8	-1	9	2	-4	-10	-1	6	99
O=C(c1cc2c(s1)-c1ccccc1S(=O)(=O)C2)N1CCN(Cc2ccccc2)CC1	0.2	4	20	12	-1	-10	-1	15	-4	99
CC(=O)Nc1ccccc1OCC(=O)N(Cc1ccccc1)C(C)C	2.2	-1	16	-3	7	-8	-1	0	-1	96
Cc1cc(NC(=O)c2cc3n(n2)C(C(F)(F)F)CC(c2ccco2)N3)n(-c2ccccc2)n1 (centres undefined)	3.4	8	13	4	11	-7	2	-1	-4	101
CC1CCN(C(=O)CN(c2ccccc2)S(=O)(=O)N(C)C)CC1	0.1	2	-7	4	1	7	2	0	-5	99
O=C(NCCc1ccc(Cl)cc1)C1(c2ccccc2)CC1	0.0	4	12	9	-8	1	-6	-3	-6	102
CCOC(=O)[C@]12CCCC=C1N(Cc1ccc3c(c1)OCO3)C(=O)[C@H](CC(=O)N1CCCC1)C2	nt	nt	1	nt	-1	nt	0	nt	-5	94
C/C(=N/NC(=O)c1cc2ccccc2cc1O)c1ccco1	-1.3	3	-32	5	-5	-8	3	-4	6	98
CC(C)(C)NC(=O)CN(Cc1ccc2c(c1)OCO2)C(=O)CNS(=O)(=O)c1ccc(F)cc1	-3.5	4	-17	14	-3	-6	-6	1	-5	100
Cc1ccc(S(=O)(=O)N2CCC(C)CC2)cc1C(=O)NCCN1CCOCC1	-3.5	-1	15	10	10	-2	5	1	2	91
CN(C(=O)Cn1cc(C(F)(F)F)ccc1=O)c1c(N)n(Cc2ccccc2)c(=O)[nH]c1=O	-1.3	0	14	-7	-3	3	8	0	4	93
CCOc1ccc(CCNC(=O)CCN2C(=O)COc3ccccc32)cc1OCC	-2.6	-2	-18	16	3	3	0	1	0	104
O=C(NC(NC(=O)c1ccccc1)c1cccc([N+](=O)[O-])c1)c1ccccc1	1.0	-3	-2	28	-4	1	-4	1	4	100
COc1ccc(C(=O)OCC(=O)NC2CCCCCC2)c(OC)c1	-1.6	2	-59	15	-7	-4	-15	1	-6	95
CC(CNC(=O)C1CCCCC1C(=O)O)c1ccccc1 (centres undefined)	0.9	-9	9	5	-3	-7	-4	3	-6	92
CCN(Cc1ccc2c(c1)OCCO2)C(=O)CSc1nc(C)nc2sc(C)c(C)c12	-4.6	0	6	4	3	-1	2	1	0	91
Cc1nn(-c2ccccc2)c(C)c1C(=O)OCC(=O)Nc1ccc2c(c1)OCO2	-1.4	-12	-15	-1	1	4	-1	1	-1	95
CC1CCCC(C)N1Cc1cn2ccccc2n1 (centres undefined)	-3.1	0	-5	-3	-1	-3	-19	2	0	109
CC(=O)C1=C(C)OC(N)=C(C#N)C1c1cc2cccc(C)c2nc1Cl (centres undefined)	-1.9	-6	3	8	1	6	6	2	0	100
Cc1cccc(NC(=O)CSCC(=O)N2CCN(c3cccc(C(F)(F)F)c3)CC2)c1	4.4	2	7	12	6	-11	8	-1	-6	96
S=C1NC[C@H](Cc2ccccc2)N1CCCCC1CCCCC1	-3.4	2	-16	-1	-2	-13	-7	-1	-14	95
CC(Oc1ccc(F)cc1)C(=O)Nc1cc(S(=O)(=O)N2CCOCC2)ccc1N1CCCCC1 (centres undefined)	-0.6	-13	-6	13	-7	-7	-5	-8	2	96
Cn1c(=O)c(=O)n(C)c2cc(S(=O)(=O)CCC(=O)N3CCOCC3)ccc21	2.1	-7	-33	-10	-4	5	-1	1	-2	99
CC(=O)c1ccc2c(ccc3ccccc32)c1	-2.2	-1	-11	0	3	-22	-1	-5	7	116
O=C(CN1C(=O)CCS(=O)(=O)c2ccccc21)Nc1ccc2c(c1)OCCO2	-0.4	7	-9	3	-1	10	-2	1	3	97
O=C(O)c1ccc(OC(F)(F)C(F)C(F)(F)F)cc1 (centres undefined)	-1.0	1	-2	2	1	1	6	1	-6	95

Some of these compounds in order of SMILES length, smallest number first:
SMILES	MC4R barr agon	TLR9-MyD88 block	NCOA2 inhibitor	MC4R antagonist	HTR2A ag	H9c2 protect	NOD2-RIPK2 inh	N-glyco inh	ABHD5-PLIN5 inh	ABCB6 inh MLPCN
CC1CCCC(C)N1Cc1cn2ccccc2n1 (centres undefined)	-3.1	0	-5	-3	-1	-3	-19	2	0	109
CC(CNC(=O)C1CCCCC1C(=O)O)c1ccccc1 (centres undefined)	0.9	-9	9	5	-3	-7	-4	3	-6	92
CN(C(=O)Cn1cc(C(F)(F)F)ccc1=O)c1c(N)n(Cc2ccccc2)c(=O)[nH]c1=O	-1.3	0	14	-7	-3	3	8	0	4	93
